From PubChem
AmpC det inh = blocks E. coli AmpC beta-lactamase in presence of detergent; Potency, µM (highest dose often 28.7 µM), for inactives: at the top dose activity change, negative = inhibition; P00811; purified AmpC, nitrocefin hydrolysis with detergent; 0.09% of 71,000 active; AID 584; active = well fitted curve in the direction sought with a large enough effect
Target sequence (P00811 whole entry, looked up): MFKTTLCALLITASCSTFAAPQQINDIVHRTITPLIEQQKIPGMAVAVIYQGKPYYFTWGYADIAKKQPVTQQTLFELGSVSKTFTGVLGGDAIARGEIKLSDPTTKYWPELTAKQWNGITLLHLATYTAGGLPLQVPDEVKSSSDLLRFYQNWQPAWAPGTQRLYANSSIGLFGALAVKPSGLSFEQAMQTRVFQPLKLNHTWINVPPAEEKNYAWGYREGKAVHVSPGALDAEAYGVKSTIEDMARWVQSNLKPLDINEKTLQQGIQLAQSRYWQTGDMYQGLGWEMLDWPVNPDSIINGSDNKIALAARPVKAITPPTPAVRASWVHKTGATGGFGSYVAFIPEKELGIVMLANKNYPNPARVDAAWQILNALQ
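E. coli AmpC (5.3 nM) in 20 mM phosphate pH 7.0 with 0.01% Triton X-100, preincubated 15 min RT with compound; nitrocefin (2 uL of 800 uM stock) hydrolysis followed by 480 nm absorbance every 20 s over 4 min.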
* hit, by the source's call; & = joins results of further samples; [ ] = another dose, or the depositor's remark. % is set by controls: 0 for no effect and ±100 for the full control effect; potency is the fitted concentration of half-maximal effect.

SMILES	AmpC det inh
CCN(CCNS(=O)(=O)c1ccc2c(c1)oc(=O)n2C)c1ccccc1	4%
NCC(=O)[C@@H](O)[C@H](O)[C@H](O)CO	-7%[5.75 µM]
O=c1cc(-c2ccccc2)nc2nc(CCc3ccccc3)[nH]n12	-5%
CC(C)CCOc1cccc(OCC(=O)N(C)C2CCS(=O)(=O)C2)c1 (centres undefined)	-3%
O=C(O)C1CCCCC1C(=O)NCCc1c[nH]c2ccccc12 (centres undefined)	-4%
CNC(=O)c1cc(S(=O)(=O)N(C)C)ccc1Cl	-2%
NCCSc1nc(-c2ccccc2)c(-c2ccccc2)o1	-4%[5.75 µM]
CC(NC(=O)c1ccco1)C(=O)OCc1cccc(Cl)c1 (centres undefined)	-4%
COC(=O)c1c(NC(=O)CSc2nnnn2-c2ccc3c(c2)OCO3)sc(C)c1C	-2%
Cc1cc(N(C)C)cc(C)[n+]1[O-]	7%
CC(=O)Nc1cc(NC(=O)CCCC(=O)O)ccc1Cl	7%
COCCN1Cc2cccc(C(=O)Nc3cccc(C)c3C)c2C1=O	1%
O=C(c1ccc(S(=O)(=O)N2CCCCCC2)cc1)N1CCN(c2ccccn2)CC1	-2%
COc1ccc(Cc2nnc(SCC(=O)c3ccccc3)o2)cc1	2%
COc1ccc(C(=O)OCCNC(=O)c2c(Cl)nc3ccccn23)cc1	9%
C=C(C)Cc1c(C)nc(-c2ccccc2)[nH]c1=O	7%
CCC(=O)N(Cc1cc2cc(OC)ccc2[nH]c1=O)c1ccccc1C	-1%
CCN(c1ccccc1)c1cc(C)nc2ncnn12	5%
c1cn(CCCNc2ncnc3sc4c(c23)CCC4)cn1	4%
Cc1csc2nc(CNC(=O)c3cccc(C(F)(F)F)c3)cn12	0%
CCOC(=O)c1ccc(NC(=O)C2CC2)cc1	0%
c1ccc(-c2ccccn2)nc1	-1%
Cc1ccc(S(=O)(=O)Nc2ccc3c(c2)ncn3C(C)(C)C)cc1	5%
COc1cccc(Cn2c(=O)c(C)nc3cnc(N4CCNCC4)nc32)c1	-1%
CC(C)NC(=O)C1CCN(C(=O)c2cc3sccc3n2Cc2ccc(F)cc2)CC1	-4%
CCn1nnnc1SCC(=O)c1cc(OC)ccc1OC	7%
COc1cccc(-c2cc(C(=O)N3CCCc4ccccc43)no2)c1	-2%
CCCCCCN(C(=O)CCCCCN1C(=O)NC(c2ccc(-c3ccccc3)cc2)C(C(=O)OCc2ccccc2)=C1C)C(C(=O)NCCCC)c1ccc(OCC(=O)O)c(C(=O)O)c1 (centres undefined)	11%
Nc1cccc(N=Cc2c(O)n(Cc3ccc(F)cc3)c(=O)[nH]c2=O)c1	2%
S=C1NCCN1	13%
CN1CCc2cccc3c2[C@H]1Cc1ccc(O)c(O)c1-3	-3%
CCn1c(COc2ccccc2)nnc1SCC(=O)CC(=O)Nc1ccccc1OC	-2%
CCn1cc(C(=O)N2CCN(C3CCCCC3)CC2)c2cc(OC)c(OC)cc2c1=O	-2%
CCOC(=O)c1c(NC(=O)CSc2nnc(CNC(=O)c3ccco3)n2C)sc2c1CCC2	-2%
Cc1ccc(-c2csc(N3CCC(C(N)=O)(N4CCCCC4)CC3)n2)cc1	14%
COC(=O)c1ccc(CS(=O)(=O)c2ccccc2C)o1	11%
CCOC(=O)CNC(=O)C(NC(=O)C1CCC(C)CC1)C(C)CC (centres undefined)	11%
Cn1c(=O)c2c(nc(N3CCOCC3)n2CC(=O)c2ccccc2)n(C)c1=O	14%
O=c1oc2ccccc2cc1-c1nnc(-c2cccc(Br)c2)o1	-3%
COc1cccc(Nc2ncc3nc(CCc4ccccc4)c(=O)n(C4CC4)c3n2)c1	0%
COc1cccc(C2C3CN(C)CC=C3C(C#N)=C(N)C2(C#N)C#N)c1OC (centres undefined)	7%
O=C(O)c1ccccc1NC(=O)C1CCCO1 (centres undefined)	-10%
COc1ccccc1NC(=O)c1cc(Cl)ccc1NC(=O)c1ccco1	14%
CCn1nnnc1SCC(=O)Nc1cccc(C)n1	-1%
Cn1c(=O)c2c(nc(N3CCCCCC3)n2Cc2cccc3ccccc23)n(C)c1=O	-1%
COc1ccccc1N1CCN(C(=O)c2ccc(S(=O)(=O)N3CCCC3)cc2)CC1	-5%
COc1ccccc1-c1cc(C(F)(F)F)nc(S(=O)(=O)CCCC(=O)Nc2cc(C)on2)n1	-5%
COc1ccc(S(=O)(=O)N2CCN(S(=O)(=O)c3ccc4c(c3)OCCO4)CC2)cc1	6%
Cn1cccc1P(=O)(c1cccn1C)c1cccn1C	-1%
[O-]/[N+](=C\c1ccncc1)c1ccccc1	-1%
Cc1cc(C)n(-c2nc(NC(C)(C)C)nc(NC(C)(C)C)n2)n1	5%
CCn1c(=O)[nH]c2ccccc21	-1%
O=C(O)C1C2C=CC3(CN(Cc4ccncc4)C(=O)C13)O2 (centres undefined)	8%
O=C(O)c1ccc(Cl)cc1NC(=O)C1CCCO1 (centres undefined)	-2%
COc1ccc(OC)c2[nH]c(=O)c(CCNC(=O)COc3ccccc3)cc12	-3%
COc1ccc(-c2nc(-c3ccccc3)no2)c(OC)c1	-5%
COc1ccc(-c2cc(C(F)(F)F)nc(SCCC(=O)NCc3ccco3)n2)cc1	-3%
O=C(c1ccco1)N1CCC2(CC1)CN(c1cccc(-c3ccccc3)c1)C2	7%
CCCCN1CC(C(=O)NC2CCCCC2)CC1=O (centres undefined)	-5%
COc1ccc(S(=O)(=O)N(C)CC(=O)NC2CCCCC2)cc1OC	21%
Additional entries follow:
SMILES	AmpC det inh
Cn1c(SCc2nnc(-c3ccccc3Br)o2)nc2sc3c(c2c1=O)CCC3	-3%
Nc1c(C(=O)NCCN2CCOCC2)c2nc3ccccc3nc2n1CCc1ccccc1	-5%
CC(C)c1nc2oc3c(=O)[nH]cnc3c2c2c1CCC2	-4%
CC1(C(=O)NCCCNc2ncc(C(F)(F)F)cc2Cl)C=CC2(CCCCC2)N1C(=O)c1ccccc1 (centres undefined)	11%
CCC(=O)N1CC23C=CC(CC2CC12CCCCC2)O3 (centres undefined)	-2%
CCCCNC(=O)Nc1ccc(Br)cn1	-5%
O=C(CC1C(=O)OCN1C(=O)OCc1ccccc1)OCC(=O)c1ccccc1 (centres undefined)	1%
C=CCn1c(=O)c(C(=O)Nc2nnc(C)s2)c(O)c2ccccc21	12%
CC(=O)O[C@H]1C(=O)[C@@]2(C)[C@H]([C@H](OC(=O)c3ccccc3)[C@]3(O)C[C@H](OC(=O)[C@H](O)[C@@H](NC(=O)c4ccccc4)c4ccccc4)C(C)=C1C3(C)C)[C@]1(OC(C)=O)CO[C@@H]1C[C@@H]2O	-4%
COc1ccc(CCn2nnnc2C(CC(C)C)N2CCC(C(N)=O)CC2)cc1OC (centres undefined)	0%
COC(=O)Cc1c(C)nc2nc(NCc3ccc(Cl)cc3)[nH]n2c1=O	-8%
CN1CCN(CC(=O)Nc2ccc(Oc3ccccc3)cc2)CC1	-4%
CC(C)=CCl	-2%
O=C(O)CCc1ccc(-c2cccs2)n1NC(=O)c1ccc(O)cc1	-6%
Cc1c2c(nc3ccccc13)OCC2	-4%
O=C(CCCN1CCN(c2ccccn2)CC1)c1ccc(F)cc1	-1%[12.8 µM]
CN(Cc1cccs1)C(=O)COc1ccc(-c2nnco2)cc1	-5%
c1ccc(CNc2ncnc3nc[nH]c23)cc1	1%[12.8 µM]
Cn1cnnc1SCC(=O)c1ccc2c(c1)CCCC2	9%
NC(=O)C[C@H](N)C(N)=O	-5%[5.75 µM]
CC(C)CNc1nc(Oc2ccc(=O)n(C)n2)nc(N2CCOCC2)n1	21%
Cc1ccc(-n2nnnc2SCC(=O)c2cc(C)n(-c3cc(C)on3)c2C)cc1	-4%
Cn1c(=O)cc(OCCCC(=O)N2CCN(Cc3ccc4c(c3)OCO4)CC2)c2ccccc21	12%
Clc1ccc(-c2nn3c(-c4ccncc4)nnc3s2)c(Cl)c1	-3%
CCOC(=O)N1CCN(S(=O)(=O)c2ccc(OCC)c(C)c2)CC1	-5%
COc1ccccc1-c1cc(N)n(S(=O)(=O)c2ccc(F)c(C)c2)n1	8%
c1ccc2cc(CC3=NCCN3)ccc2c1	0%&-1%
COc1cc(C(=S)N2CCCC2)ccc1O	13%
Cc1ccc(Cn2nnc3c(=O)[nH]c(C(=O)NCc4ccco4)nc32)cc1	5%
O=S(=O)(c1ccccc1)N(Cc1nc(-c2ccccc2)no1)C1CCCCC1	5%
CC1=C(C(=O)OCc2ccccc2)C(C2CCCCC2)NC(=O)N1CCCCCC(=O)O (centres undefined)	-1%
COc1ccccc1/C=N/n1cnnc1	11%
c1ccc(CSCc2ccccc2)cc1	10%
CC(=O)Nc1cccc(OC(=O)N2CCOCC2)c1	-2%
CN(C)S(=O)(=O)c1ccc(-c2ccccc2)cc1	8%
Cc1c(NS(=O)(=O)c2ccc3c(c2)n(C)c(=O)n3C)c(=O)n(-c2ccccc2)n1C	-3%
Cc1noc(C)c1-c1nccc(Nc2ccc(F)cc2)n1	9%
COc1ccccc1N1CCN(c2nc(C)nc3c2oc2ccccc23)CC1	-1%
CCS(=O)(=O)N1CCCC(C(=O)NCc2ccccc2Cl)C1 (centres undefined)	-4%
CN(C)c1ccc(C2N(c3cccc(Cl)c3)C(=O)C3CCCN32)cc1 (centres undefined)	7%
CCOC(=O)NC(NC(=O)OCC)C(=O)c1ccccc1	3%
COc1ccccc1N1CCN(C(=O)Cn2nnc(-c3ccncc3)n2)CC1	-4%
NC(=O)COc1ccc(C2c3c(oc4ccccc4c3=O)C(=O)N2CC2CCCO2)cc1 (centres undefined)	15%
CCOC(=O)N1CCN(c2nc(=S)n(-c3ccccc3)c(C)c2C(C)=O)CC1	-2%
O=C1c2ccccc2S(=O)(=O)N1CCCCN1CCN(c2ncccn2)CC1	-1%
O=C(CSc1ncnc2sc3c(c12)CCCC3)N1CCC(c2noc3ccc(F)cc23)CC1	-6%
COc1ccc(-c2cc(C(=O)N3CC4(C)CC3CC(C)(C)C4)no2)cc1 (centres undefined)	1%
CCOC(=O)c1cccc(NC(=O)CSc2nnc(-c3cccnc3)n2CC)c1	1%
CCCOC(=O)Cc1n[nH]c(=O)[nH]c1=O	7%
COc1cc2cc(C(=O)O)n(C)c2c(OC)c1OC	-3%
COc1ccc2nc3oc(C(=O)N4CCC(C(N)=O)CC4)cc3cc2c1	1%
CCOc1ccc(NC(=O)CN2C(=O)COc3ccc(Cl)cc32)cc1	14%
Nc1ccc(C(=O)OCc2nc3ccccc3[nH]2)cc1	3%
COc1cccc(Cn2c(=O)c(-c3cccc(C#N)c3)nc3cnc(OC)nc32)c1	-1%
COC(=O)c1[nH]c2cccc(C)c2c1NC(=O)CN1CCCc2ccccc21	-1%
Cc1c(Br)c(=O)[nH]c(=O)n1COCc1ccccc1	0%
COCCNCC(=O)C12CC3CC(CC(C3)C1)C2	1%
Nc1ccc(S(=O)(=O)c2cccc(N)c2)cc1	12%
O=C(C1COc2ccccc2O1)N1CCN(c2ccccc2F)CC1 (centres undefined)	-3%
O=C(CSc1nnc(COc2cccc3ccccc23)o1)N1CCN(C(=O)c2ccco2)CC1	-2%
Continued:
SMILES	AmpC det inh
O=C1c2ccccc2C(=O)N1CCC(c1ccc(F)cc1)c1ccco1 (centres undefined)	0%
CCN(CC)S(=O)(=O)c1ccc2c(c1)nc(CCC(=O)OCC(=O)N1CCc3ccccc31)n2C	-4%
CCCCCn1c(CNC(=O)COC)nc2ccccc21	-7%
CCOC(=O)n1ccn(C)c1=S	-2%[12.8 µM]
CC1CC1C(=O)OCC(=O)NCc1ccccc1Cl (centres undefined)	-8%
CC(C(=O)Nc1ccccn1)N1C(=O)C2C3C=CC(C3)C2C1=O (centres undefined)	-6%
CC(=O)NC1C(=O)N=C(SCC(=O)NC(C)c2ccccc2)NC1=O (centres undefined)	1%
CCCNC(=O)NC1C(NC(=O)NCCC)N(C)C(=O)N1C (centres undefined)	-4%
COc1ccc(C2C(C(=O)N3CCOCC3)=C(C)NC3=C2C(=O)CC(C)(C)C3)cc1O (centres undefined)	0%
CC(C)CN(CC(C)C)C(=O)CS(=O)(=O)Cc1ccccc1	8%
COc1ccc(CCn2c(-c3ccco3)nc3oc4ccccc4c(=O)c3c2=O)cc1	-2%
Cc1ccc(CN2CCN(Cc3ccc(C)o3)[C@@H](C)C2)o1	-3%[5.75 µM]
COCc1cc(C)nc(SCC(=O)N2CCC(C)CC2)c1C#N	-4%
O=C(O)C(Sc1ccc(Cl)cc1)Sc1ccc(Cl)cc1	-3%[5.75 µM]

An excerpt; count on the stated rates, not on these rows.
